SMARCA2 activ = increases SMARCA2 function in MMTV reporter cells. 370,000 tested, 1% active. AID 652017. activation, % at 9.1 µM. MG213 cells, MMTV-luciferase reporter, dexamethasone, overnight; in the data active = activation above about 7.8%;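 note: 0% = vehicle wells and 100% = reference activator wells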
hcDAF12 agonist = H. contortus DAF-12 activation, primary screen; activation, % at 6.8 µM; 370,000 tested, 1.4% active; AID 652067; HEK293 hcDAF-12 lit1-tk-luc reporter, luminescence; 0% DMSO, 100% Δ7-dafachronic acid;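 active = activation above the mean of all tested compounds plus 3 SD, cut at about 5.5% in these data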;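 note: 100% = response to 3 µM Δ7-dafachronic acid high control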
ssDAF12 agonist = activators of S. stercoralis DAF-12 nuclear receptor. 370,000 tested, 1% active. HEK293 ssDAF-12/GRIP1 lit1-tk-luc reporter, luminescence; % of 3 µM dafachronic acid response. activation, % at 6.8 µM;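 active = activation above the mean over all tested compounds plus 3 SD, cut at about 0.9% in these data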;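 note: 0% = DMSO-only wells and 100% = 3 µM delta7-dafachronic acid wells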
PLC-beta3 inh = inhibitors of human phospholipase C beta3; Q01970; Purified PLC-beta3, fluorogenic substrate, fluorescence; inhibition, % at 12.2 µM; 370,000 tested, 0.18% active; in the data active = inhibition above about 11%;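 note: 0% = median of compound wells on plate and 100% = full blocker control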
FXN GAA850 act = increases GAA850 frataxin promoter reporter activity; HEK293 lucGAA850 FXN promoter luciferase reporter, 24 h; percent of 10 µM SAHA response; activation, % at 6 µM; 360,000 tested, 0.56% active;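 active = activation above the average of all compounds screened plus 3 SD, cutoff fixed separately per campaign, cut at about 7.5% in these data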;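 note: 0% = DMSO wells and 100% = 10 µM SAHA wells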
HGIII-sPLA2 inh = Blocks human group III sPLA2 activity | inhibition, % at 12.2 µM | 370,000 tested, 0.56% active | QFRET BODIPY PC-A2 liposome hydrolysis, fluorescence | AID 743126;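 active = inhibition above mean plus 3 SD of compounds lying within the high and low control bounds, cut at about 19% in these data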;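 note: 0% = median of test compound wells and 100% = no enzyme DMSO wells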
Target sequence (Q9NZ20 whole entry, looked up): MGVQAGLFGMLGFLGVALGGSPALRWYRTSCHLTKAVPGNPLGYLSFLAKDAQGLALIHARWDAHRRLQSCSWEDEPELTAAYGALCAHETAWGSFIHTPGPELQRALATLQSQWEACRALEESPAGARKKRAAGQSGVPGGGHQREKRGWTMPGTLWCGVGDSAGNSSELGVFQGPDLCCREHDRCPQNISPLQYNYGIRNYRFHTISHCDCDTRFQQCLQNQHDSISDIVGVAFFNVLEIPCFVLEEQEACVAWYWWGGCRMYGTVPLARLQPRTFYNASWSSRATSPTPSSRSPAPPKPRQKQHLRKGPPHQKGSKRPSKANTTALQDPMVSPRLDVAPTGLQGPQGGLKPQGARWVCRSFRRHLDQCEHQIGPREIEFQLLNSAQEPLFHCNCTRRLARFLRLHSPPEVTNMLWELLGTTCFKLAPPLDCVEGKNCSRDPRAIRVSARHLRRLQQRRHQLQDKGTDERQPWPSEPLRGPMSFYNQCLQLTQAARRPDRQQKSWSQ
DAX1 inh-1 = NR0B1 (DAX1) inhibition. P51843. HEK293 Gal4-DAX1 luciferase reporter, luminescence. inhibition, % at 6.75 µM. 340,000 tested, 0.99% active. AID 504766;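 active = inhibition above the mean over all tested compounds plus 3 SD, cut at about 4.2% in these data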;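 note: 0% = DAX1-transfected cells with DMSO and 100% = empty-vector control cells with DMSO; inhibition shows as a rise in luminescence from relieved DAX1 repression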
Target sequence (P51843 207-470 limits assumed): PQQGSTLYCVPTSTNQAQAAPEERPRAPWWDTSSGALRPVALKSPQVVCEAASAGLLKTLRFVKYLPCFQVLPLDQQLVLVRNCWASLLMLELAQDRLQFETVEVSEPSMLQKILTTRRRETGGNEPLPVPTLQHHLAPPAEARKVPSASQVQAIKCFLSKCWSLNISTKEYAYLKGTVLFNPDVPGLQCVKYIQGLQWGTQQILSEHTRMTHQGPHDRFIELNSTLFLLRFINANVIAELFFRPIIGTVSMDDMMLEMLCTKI
hgDAF12 agonist = hgDAF-12 agonism, primary luciferase screen; 370,000 tested, 1.8% active; activation, % at 6.8 µM; HEK293 GAL4-hgDAF12 UAS-luciferase reporter, agonist luminescence; normalized to butyrate control;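 active = activation above a cutoff set at the mean of all screened compounds plus 3 SD, cut at about 10% in these data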;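 note: 0% = DMSO wells and 100% = sodium butyrate wells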
Rev-erbA mod = Rev-erb alpha (human) modulation | P20393 | Rev-erbα–FITC-DNA binding, fluorescence polarization, 90 min | activity, % at 10 µM | 370,000 tested, 0.79% active | AID 1259318;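 active = activity above about 14%, limit read from the data; passing the limit was not always enough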;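 note: 0% = DMSO wells with 35 nM protein and 100% = DMSO wells with 750 nM protein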
PG9 binder = PG9 antibody binding by small molecule | TR-FRET gp120-PG9 antibody binding | inhibition, % at 6.7 µM | 360,000 tested, 0.43% active; in the data active = inhibition above about 8.5%
DAX1 inh-2 = inhibitors of DAX1 repression of SF-1 activated StAR promoter. inhibition, % at 6.8 µM. AID 652010. HEK293T StAR-luciferase reporter, SF-1/DAX-1 repression relief. 370,000 tested, 1.1% active;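 active = inhibition above the mean over all tested compounds plus 3 SD, cut at about 3.6% in these data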;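 note: 0% = DAX-1 cells with DMSO and 100% = cells lacking DAX-1 with DMSO; higher inhibition means more luminescence from relief of DAX-1 repression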
Starred values were filed as active, the others as inactive; i = inactive; · = no result given; & = joins results of further samples.

SMILES | SMARCA2 activ | hcDAF12 agonist | ssDAF12 agonist | PLC-beta3 inh | FXN GAA850 act | HGIII-sPLA2 inh | DAX1 inh-1 | hgDAF12 agonist | Rev-erbA mod | PG9 binder | DAX1 inh-2
CCOC(=O)c1ccc(NC(=O)COc2ccc(S(=O)(=O)N3CCCC3)cc2)cc1 | -2 | 0.2 | -1.6 | -2 | -0.3 | 9 | -1.2 | 1.2 | 0 | -1.5 | 0.5
CC(C(=O)c1ccccc1)[n+]1cccc(C(N)=O)c1 (stereo not given) | -2 | -1.5 | -1.5 | -8 | -1.5 | 13 | -0.8 | -0.2 | 0 | 0.4 | -0.1
O=c1cc(NCc2ccccc2)[nH]c(=O)[nH]1 | 5 | 0.6 | -0.1 | -5 | -0.2 | -5 | 3.0 | -0.1 | 2 | -1.8 | 0.0
COc1ccccc1-n1cc2ccc([N+](=O)[O-])cc2n1 | 7 | 8.6* | 0.1 | -7 | 5.6 | -3 | 1.3 | 10 | -7 | 0.1 | 0.2
O=C(c1cc(COc2cccc3cccnc23)on1)N1CCC[C@H]1CO | 3 | 1.9 | -0.5 | -18 | 2.1 | 2 | 1.8 | 1.5 | -7 | -1.5 | 1.9
CC(C)[C@H](NC(=O)c1ccccc1Cl)C(=O)OCc1cc([N+](=O)[O-])cc2c1OCOC2 | -2 | -1.4 | 1.0* | 1 | -0.2 | -7 | -1.2 | -1.4 | -3 | -2.0 | -0.1
COc1ccc(CN(C)CC(=O)Nc2ccccc2C(F)(F)F)cc1 | -1 | -1.5 | -1.9 | 1 | 0.0 | -1 | -0.7 | 2.8 | 3 | 1.1 | -0.5
O=C(Nc1ccccc1F)c1ccc(COc2ccc(Cl)cc2Cl)o1 | 2 | 0.6 | -1.3 | -4 | 1.0 | -17 | 0.8 | 0.1 | 6 | -0.9 | -0.8
Cc1nc2nc(SCC(=O)NCc3ccco3)nn2c(C)c1Cc1ccccc1 | -2 | -2.0 | -1.4 | -4 | -0.6 | -7 | -0.1 | 1.4 | 2 | -0.6 | 0.0
Cc1csc(=O)n1CCC(=O)OCc1nnc(-c2ccccc2)o1 | 4 | 1.0 | -0.9 | -4 | 2.5 | -7 | -0.3 | 1.9 | -5 | -4.0 | 0.9
CC(C)CN(C(=O)COC(=O)c1cccnc1Cl)c1c(N)n(Cc2ccccc2)c(=O)[nH]c1=O | -1 | -1.2 | -1.0 | -6 | 0.7 | -3 | 0.7 | -0.5 | -2 | -2.0 | -1.4
O=c1[nH]c(=O)n([C@H]2C[C@H](O)[C@@H](CO)O2)cc1I | -3 | 1.3 | 0.1 | 3 | 0.9 | 13 | 0.2 | 10 | -3 | -0.3 | 5.6*
c1ccc(C(c2c[nH]c3ccccc23)c2c[nH]c3ccccc23)nc1 | -1 | 0.6 | 0.2 | -10 | 2.4 | -85 | 0.2 | -2.4 | 14 | -0.8 | 1.0
O=C(c1cccs1)N1CCN(Cc2nc(-c3ccccc3)no2)CC1 | -2 | 0.0 | -1.1 | 2 | -0.9 | 4 | 1.2 | 6.5 | -2 | 1.0 | 1.2
COC(=O)c1ccc(CSCc2ccc(C(=O)OC)o2)o1 | 3 | -2.2 | -0.4 | -3 | 3.9 | -4 | 1.2 | -0.9 | 1 | -0.2 | 0.7
O=C1CN(C(=O)NCC(=O)N[C@@H](Cc2ccccc2)C(=O)O)c2ccccc2N1 | 2 | 1.8 | -1.2 | 2 | 1.3 | 2 | 2.8 | 0.7 | 13 | -1.6 | 2.1
CSc1nc(N)c(C(=O)NC2CCCCC2)s1 | 2 | -1.9 | -0.2 | -3 | 5.8 | 14 | 0.6 | 4.7 | 23* | -1.1 | 1.0
COc1cccc(NC(=O)C2C3C=CC4(O3)C2C(=O)N(C(C)C)C4C(=O)NC2CCCCC2C)c1 (stereo not given) | 4 | -1.7 | -0.2 | -3 | -1.8 | -1 | 0.9 | 3.1 | -5 | -1.0 | 0.0
Cc1cc(=O)oc2cc(OC(C)C(=O)NCCCN3CCCC3=O)c(Cl)cc12 (stereo not given) | -1 | -3.1 | -1.4 | -5 | 1.7 | 5 | 0.9 | 1.2 | -5 | -0.3 | -1.4
Cc1csc(=O)n1CCC(=O)OCC(=O)Nc1cc(Cl)ccc1[N+](=O)[O-] | -2 | 3.3 | 0.1 | -2 | 3.0 | 6 | 0.6 | -0.3 | 7 | 0.8 | -1.0
CN(CCOCCOc1ccc2ccccc2c1)Cc1ccccc1 | -2 | -1.1 | -1.0 | 4 | 3.2 | -8 | -0.3 | -1.2 | 2 | -0.7 | 0.1
Brc1ccc(-n2cccc2/C=N/n2cnnc2)cc1 | -1 | 3.1 | -0.5 | -1 | 0.0 | 6 | 1.1 | -0.7 | -2 | -1.2 | -0.5
COc1cc(C)c(Cl)cc1S(=O)(=O)NCCN1CCOCC1 | 0 | 0.7 | -1.8 | 3 | -1.1 | -2 | 1.0 | 0.1 | 3 | -1.9 | -1.1
COc1cc([C@@H]2CC=C(C(=O)O)[C@H](c3ccccc3)N2S(=O)(=O)c2ccc(C)cc2)cc(OC)c1OC | 1 | -2.4 | 0.0 | -3 | 0.0 | -12 | -0.1 | -0.1 | 0 | -0.7 | -0.1
CCn1nc(C)c(/C=N/NC(=O)Cn2nccc2C)c1C | 3 | 3.3 | -0.3 | -4 | 5.0 | 10 | 3.3 | 2.2 | 6 | -0.2 | 1.3
COc1ccc(Cc2nnc(SCC(=O)c3ccc4c(c3)OCO4)o2)cc1 | -1 | -1.0 | 0.0 | 0 | 1.6 | -49 | -1.3 | 0.5 | -3 | -2.7 | 0.4
O=C1C=CC2(C=C1)O[C@H](Cc1ccccc1)[C@@H](Cc1ccccc1)O2 | -13 | -5.6 | -2.3 | 0 | -15 | 16 | -5.2 | -16 | 3 | 2.2 | -4.9
Cc1cc(C)nc(SCC(=O)Nc2ncccn2)n1 | 0 | -1.1 | -1.3 | 4 | · | 6 | · | 0.0 | 7 | -2.2 | 0.8
C=CCn1c(=S)[nH]c2nc3c(cc2c1=O)COC(C)(C)C3 | -3 | -0.4 | -0.7 | 1 | -1.2 | 2 | 0.1 | -0.6 | 1 | -3.0 | -0.2
CN(Cc1ccccc1)C(=O)C1(C)CCN1C(=O)Cc1ccc(Cl)cc1Cl (stereo not given) | -2 | -1.6 | -1.4 | -1 | 0.9 | -1 | · | -2.1 | -5 | 0.3 | -2.0
CCOc1cccc(C(=O)NC(=S)Nc2cccnc2)c1 | 5 | 3.6 | -0.8 | 5 | 4.3 | 2 | -0.4 | 2.8 | -3 | -0.7 | 0.2
C[C@H](NC(=O)/C=C/[C@H]1O[C@@H](n2ccc(=O)[nH]c2=O)[C@H](O)[C@@H]1O)C(=O)O | 0 | -1.7 | -1.0 | 3 | · | 1 | · | 0.3 | 2 | 3.4 | 0.2
C[C@H](NC(=O)c1ccco1)C(=O)Nc1nc(-c2ccccn2)cs1 | -3 | 0.1 | -1.3 | -2 | -1.3 | 3 | -0.8 | 2.2 | 0 | -0.4 | 0.2
CCOC(=O)C1=C(CS(=O)(=O)c2ccccc2)NC(=O)NC1c1cc(OC)c(O)c(OC)c1 (stereo not given) | -2 | -1.2 | -0.4 | -7 | 1.5 | -4 | 0.2 | -0.7 | -4 | -1.5 | -0.1
CCOC(=O)C1=C(C)NC(C)=C(C(=O)OCC)C1C(=O)OCC(=O)N1c2ccccc2CC1C (stereo not given) | -1&-5 | -1.1&-0.7 | -1.3&-1.7 | -81&-69 | -2.4&0.6 | -11&-1 | -0.9&-0.5 | -1.9&-0.8 | 6&5 | -0.4&1.6 | -0.6&-1.0
CCOC(=O)CC(=O)c1sc2c(c1N)c(=O)[nH]c(=O)n2-c1ccc(OC)cc1 | -2 | 3.4 | -0.2 | -3 | 1.1 | -2 | 4.3* | 2.1 | -9 | -1.6 | 0.7
O=c1[nH]cnc2c1C(c1ccccc1[N+](=O)[O-])c1c(nc[nH]c1=O)O2 | -1 | 0.2 | -0.7 | 1 | -2.5 | 2 | 0.4 | 1.4 | 3 | 0.5 | -0.4
COc1ccccc1CNc1nc(Nc2ccc(C)cc2C)c2sccc2n1 | -5 | -3.1 | -2.2 | -21 | -2.7 | -18 | · | -3.0 | 3 | -2.2 | -3.1
C/C(=N\NC(N)=O)c1ccc(-n2ccnc2)cc1 | -5 | -0.5 | -1.2 | -6 | 2.4 | 6 | 0.7 | 0.7 | 3 | -2.2 | 0.3
CCOc1ccc(NC(=O)CN(C)C(=O)CC(NC(=O)c2ccccc2)c2ccccc2)cc1OCC (stereo not given) | -1 | -0.4 | -0.5 | -3 | -0.8 | -8 | -1.4 | -4.2 | -3 | -0.4 | 0.5
CCOC(=O)CSc1nc(=O)n2ccccc2n1 | 2 | -0.2 | -1.8 | -1 | 2.6 | -2 | 0.9 | 0.2 | 2 | -3.1 | 0.2
O=C(NC1CCCC1)c1cc2c(=O)n3ccccc3nc2s1 | 3 | 2.4 | -0.7 | i | 1.6 | 3 | 0.9 | 4.0 | -8 | -0.5 | 2.5
COc1ccc(CCNC(=O)CC(c2ccccc2)c2cccc(C)c2O)cc1OC (stereo not given) | 1 | -3.4 | -1.8 | 1 | -2.9 | -17 | -0.7 | -1.4 | 0 | -1.1 | -1.0
CC1CC(NC(=O)c2c(O)nc3ccccn3c2=O)CC(C)(C)C1 (stereo not given) | 2 | 0.5 | -1.2 | -6 | 0.2 | -6 | 0.1 | 1.7 | 2 | -1.0 | -1.2
O=C(CNS(=O)(=O)c1ccc(F)c(Cl)c1)N1CCCCCC1 | -3 | -0.1 | -1.5 | 1 | -2.4 | 1 | 0.1 | -3.8 | 0 | -0.7 | 0.0
O=C1CC(c2ccncc2)c2cc3c(cc2N1)OCO3 (stereo not given) | -1 | -0.6 | -0.9 | -23 | -0.7 | -4 | 0.0 | 3.9 | -4 | -1.0 | 0.1
Cc1[nH]c(C)c(S(=O)(=O)NCCc2ccccc2)c1C(=O)N1CCCCC1 | 4 | -0.7 | -0.7 | -2 | -1.4 | -3 | 0.6 | 1.0 | 0 | -1.4 | -0.9
COc1ccccc1OCC(=O)N(Cc1nc(-c2ccccc2)no1)C(C)C | 0 | -3.3 | -1.4 | 0 | 2.9 | -3 | -1.3 | 0.1 | 3 | -0.4 | 0.0
Cc1cccc(NC(=S)N(CCCN2CCOCC2)C(C)c2cc3ccccc3o2)c1 (stereo not given) | -2 | -0.3 | -1.5 | -6 | -0.1 | 4 | -1.0 | -3.7 | -4 | -0.5 | -0.1
CN(Cc1cccc(F)c1)C(=O)CN1CCN(S(=O)(=O)c2ccc3c(c2)OCCCO3)CC1 | -3 | -1.9 | -1.1 | -8 | -0.8 | 7 | -0.9 | -3.7 | 3 | -1.5 | -1.1

Part of the list above, with tabs:
SMILES	SMARCA2 activ	hcDAF12 agonist	ssDAF12 agonist	PLC-beta3 inh	FXN GAA850 act	HGIII-sPLA2 inh	DAX1 inh-1	hgDAF12 agonist	Rev-erbA mod	PG9 binder	DAX1 inh-2
COc1ccccc1OCC(=O)N(Cc1nc(-c2ccccc2)no1)C(C)C	0	-3.3	-1.4	0	2.9	-3	-1.3	0.1	3	-0.4	0.0
Cc1cccc(NC(=S)N(CCCN2CCOCC2)C(C)c2cc3ccccc3o2)c1 (stereo not given)	-2	-0.3	-1.5	-6	-0.1	4	-1.0	-3.7	-4	-0.5	-0.1
